LDHA block: qHTS assay for inhibitors of human lactate dehydrogenase | L-lactate dehydrogenase A chain (Homo sapiens), P00338 | purified LDHA, NADH/diaphorase-resazurin fluorescence; active compounds read low | activity change, % (values are at about 110 or 230 µM) | actives 0.15% (n = 480,000); in the data active = activity change below about -30%; inconclusive = mostly about -25% to -30%;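 note: plate controls were DMSO wells for no effect and wells without enzyme for full effect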
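Human LDH5 (2 nM) was incubated with 0.06 mM NADH and 0.2 mM pyruvate for 5 min at room temperature in Tris pH 7.4. Remaining NADH was coupled through diaphorase/resazurin, and resorufin fluorescence was read at 0 and 20 min.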
Vif-A3F inh: qHTS for Inhibitors of Vif-A3F Interactions: qHTS; HeLa A3F-eYFP + Vif (tagged APOBEC3F with the HIV-1 protein that degrades it), YFP fluorescence increase; AID 602313, 2012; actives 0.2% (n = 390,000); Potency, µM (doses to about 46.1 µM), for inactives: at the highest dose activity, negative = active; note: potency is the fitted concentration of half-maximal effect; % of control where 0% means no effect; nearly all actives have a fitted effect of over 65% in size
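HeLa cells stably expressing A3F-eYFP plus Vif, plated and incubated overnight at 37 deg C, then exposed to compounds overnight at 37 deg C. Blocked degradation read as raised yellow fluorescence (Ex 488/Em 500-530).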
Vif-APOBEC3G blk: qHTS for Inhibitors of Vif-A3G Interactions: qHTS. Potency, µM (top dose mostly 46.1 µM), for inactives: at the highest dose activity, negative = active, most hits filed as inhibitors. HeLa A3G-eYFP + Vif (tagged APOBEC3G with the HIV-1 protein that degrades it), YFP fluorescence, overnight. AID 602310, 2012. actives 0.076% (n = 410,000). DNA dC->dU-editing enzyme APOBEC-3G (Homo sapiens), Q9HC16;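 note: potency is the fitted concentration of half-maximal effect; % is set by controls: 0 for no effect and ±100 for the full control effect; nearly all actives have a fitted effect of over 60% in size; hits raise eYFP signal because A3G escapes Vif-driven loss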
Target sequence (Q9HC16 whole entry, looked up): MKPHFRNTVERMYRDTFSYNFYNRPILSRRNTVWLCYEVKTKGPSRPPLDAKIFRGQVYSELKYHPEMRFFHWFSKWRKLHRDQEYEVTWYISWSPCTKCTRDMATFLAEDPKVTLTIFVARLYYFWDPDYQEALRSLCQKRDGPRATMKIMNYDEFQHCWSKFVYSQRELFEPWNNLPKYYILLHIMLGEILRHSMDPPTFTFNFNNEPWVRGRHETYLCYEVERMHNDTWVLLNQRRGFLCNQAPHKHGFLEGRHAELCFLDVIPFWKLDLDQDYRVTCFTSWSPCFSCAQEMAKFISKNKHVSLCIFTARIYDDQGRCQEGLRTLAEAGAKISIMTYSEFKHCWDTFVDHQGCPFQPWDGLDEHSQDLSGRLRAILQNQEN
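HeLa cells stably expressing Vif and C-terminally eYFP-tagged A3G, seeded overnight at 37 deg C, then exposed to compound by pintool overnight at 37 deg C. Rise in yellow fluorescence (Ex 488/Em 500-530, Acumen) marks blocked Vif-driven A3G degradation.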
RXFP1 ag: qHTS Assay for Agonists of the Relaxin Receptor RXFP1; actives 0.3% (n = 370,000); HEK293T-RXFP1 cAMP TR-FRET, 30 min; response scale: percent of porcine relaxin response, buffer zero; Relaxin receptor 1 (Homo sapiens), Q9HBX9; Potency, µM (highest dose often 57.5 µM), for inactives: at the highest dose activation, usual class: activators; note: potency is the fitted concentration of half-maximal effect; % is set by controls: 0 for no effect and ±100 for the full control effect; nearly all actives have a fitted effect of over 60% in size; many of its hits are not listed in these tables
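HEK293T cells stably expressing RXFP1 were pretreated with the PDE4 inhibitor Ro 20174, exposed to compounds for 30 min at 37C, lysed, and cAMP was read by TR-FRET. Data normalized to buffer (basal) and 29 nM porcine relaxin (100%).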
D1 agonist: Allosteric Agonists of the Human D1 Dopamine Receptor: qHTS; D(1A) dopamine receptor (Homo sapiens), P21728; HEK293 T-REx D1 cells, calcium flux, agonist mode; activation, % at 2 µM; actives 1% (n = 360,000); AID 504660, 2011; in the data active = activation above about 30%; note: 0% is about no effect
Target sequence (P21728 whole entry, looked up): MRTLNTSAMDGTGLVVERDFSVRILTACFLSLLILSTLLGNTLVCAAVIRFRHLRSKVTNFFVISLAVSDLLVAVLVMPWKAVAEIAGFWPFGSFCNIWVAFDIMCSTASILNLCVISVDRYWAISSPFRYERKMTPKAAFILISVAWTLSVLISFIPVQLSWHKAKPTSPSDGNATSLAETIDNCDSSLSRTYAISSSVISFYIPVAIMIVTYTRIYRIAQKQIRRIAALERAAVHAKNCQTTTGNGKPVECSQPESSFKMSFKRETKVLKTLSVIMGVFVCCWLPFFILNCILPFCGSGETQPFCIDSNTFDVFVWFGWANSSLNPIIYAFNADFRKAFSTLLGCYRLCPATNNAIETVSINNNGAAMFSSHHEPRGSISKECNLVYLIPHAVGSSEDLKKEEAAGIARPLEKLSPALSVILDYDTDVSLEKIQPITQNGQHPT
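Inducible HEK293 T-REx D1 cells, force-coupled to calcium signalling, were plated at 4000 cells/well with tetracycline and held overnight at 30 C. After no-wash calcium dye loading, compound-evoked calcium rise over 180 s flagged agonists.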
D1 antag: Antagonist of Human D 1 Dopamine Receptor: qHTS | D(1A) dopamine receptor (Homo sapiens), P21728 | HEK293 TREx D1 cells, calcium flux, dopamine EC80; active compounds read low | activity change, negative = inhibition, % at 10 µM | actives 3.2% (n = 360,000); in the data active = activity change below about -30%; note: % is set by controls: 0 for no effect and ±100 for the full control effect
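Kinetic fluorescence of a calcium dye serves as the read-out. D1-expressing Hek293 Trex cells, induced overnight at 30 C, are exposed to compound for 180 s before an EC80 dopamine addition, then read 180 s further.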
GRP78 ERSR act: qHTS for Inducers of the Endoplasmic Reticulum Stress Response (ERSR) in Human Glioma: qHTS | U87-MG GRP78 promoter luciferase reporter, 16 h | actives 0.02% (n = 420,000) | AID 602332, 2012 | Potency, µM, inactives show at the top dose activation, most hits filed as activators; note: potency is the fitted concentration of half-maximal effect; series mostly up to about 76 µM; % of control where 0% means no effect; nearly all actives have a fitted effect of over 35% in size
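Stably transfected U87-MG glioma cells carrying a GRP78-based luciferase sensor; 16 h compound incubation. Luminescence end-point read 10 min after Bright-Glo addition at room temperature.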
D1 PAM: Potentiators of Human D1 Dopamine Receptor: qHTS. HEK293 TREx D1 cells, calcium flux, dopamine EC20 potentiation. potentiation, % at 10 µM. actives 0.036% (n = 360,000). AID 504651, 2011; in the data active = potentiation above about 30%; note: 0% is about no effect
D2 PAM: HTS Assay for Positive Allosteric Modulators of the Human D2 Dopamine Receptor: Primary Screen for Potentiators; actives 0.34% (n = 340,000); potentiation, % at 10 µM; D(2) dopamine receptor (Homo sapiens), P14416; HEK293 T-REx D2, calcium flux, EC20 dopamine potentiation;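 active = potentiation over 3 SD above the plate norm, cut at about 30% in these data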; note: 0% is about no effect
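Potentiation of an EC20 dopamine calcium response measured kinetically over 180 s, after a preceding 180 s compound-only read flagging agonists. Cells: inducible Hek293 Trex D2 line, 4000/well, cultured overnight at 30 C before dye loading.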
* hit, by the source's call; ? = inconclusive; . = not tested or not shown; & = joins results of further samples. Unless noted, calls come from the whole dose curve; as a rule, active = well fitted curve in the direction sought with a large enough effect; inconclusive = small, poorly fitted or top-dose-only effect, or another doubt; inactive = no such curve, though single readings can be large; an effect the other way counts as inactive or inconclusive.

1) O=S(=O)(c1ccc(Cl)cc1)c1nc(-c2cccc(Br)c2)oc1NCc1ccccc1
2) COc1cc(C)c(Br)cc1S(=O)(=O)NCCN1CCOCC1
3) CCC(C(=O)NC(C)(C)C)N(Cc1ccccc1Cl)C(=O)c1snc(C(N)=O)c1N (stereo not given)
4) COc1ccc(N(CCCN2C(=O)c3cccc4cccc(c34)C2=O)C(=O)c2cccnc2)cc1
5) O=S(=O)(c1ccc(-c2csc(-c3cccnc3)n2)cc1)N1CCCC1
6) CC(O)[C@H]1CC[C@H]2[C@@H]3CC[C@H]4C[C@@H](O)CC[C@]4(C)[C@H]3/C(=N/O)C[C@]12C (stereo not given in full)
7) Cc1coc2cc3oc(=O)c(CCC(=O)O)c(C)c3cc12
8) COc1ccccc1/C=N/NC(=O)c1cccc(NC(=O)c2ccccc2C)c1

screen / no.	1	2	3	4	5	6	7	8
D1 antag	-12	.	11	-3	-4	1	36	-23
RXFP1 ag	3.0%	1.7%	-4.0%	0.9%	1.2%	-0.6%	1.5%	2.4%
GRP78 ERSR act	-3%	-4%	-2%	-1%	-1%	1%	-1%	3%
D1 agonist	4	0	3	2	3	27	2	3
Vif-A3F inh	-2%	3%	-6%	-3%	-8%	2%	11%	8%
Vif-APOBEC3G blk	2%	1%	-2%	-6%	-8%	1%	-1%	-6%
D2 PAM	5	10	14	7	-1	10	-7	-10
LDHA block	-5	-8	-6	9	-4	-8	-4	-6
D1 PAM	0	-4	8	-1	-6	-3	5	-10

Compounds listed so far that have an aryl methoxy group (3):
2) COc1cc(C)c(Br)cc1S(=O)(=O)NCCN1CCOCC1
4) COc1ccc(N(CCCN2C(=O)c3cccc4cccc(c34)C2=O)C(=O)c2cccnc2)cc1
8) COc1ccccc1/C=N/NC(=O)c1cccc(NC(=O)c2ccccc2C)c1

screen / no.	2	4	8
D1 antag	.	-3	-23
RXFP1 ag	1.7%	0.9%	2.4%
GRP78 ERSR act	-4%	-1%	3%
D1 agonist	0	2	3
Vif-A3F inh	3%	-3%	8%
Vif-APOBEC3G blk	1%	-6%	-6%
D2 PAM	10	7	-10
LDHA block	-8	9	-6
D1 PAM	-4	-1	-10

Following part:
9) CCOc1ccc(NC(=O)COC(=O)CN2CCCCCC2=O)cc1
10) OCCOCCNc1ncnc2nc[nH]c12
11) CSc1ccccc1NC(=O)COC(=O)c1ccc(-n2nc(C)cc2C)cc1
12) CCCCN(C)CCC(=O)Nc1ccc(Cl)cc1
13) CC(C)CN(C(=O)COC(=O)CCc1c[nH]c2ccccc12)C1CCS(=O)(=O)C1 (stereo not given)
14) Cc1noc(C)c1COC(=O)c1cc(S(=O)(=O)N2CCOCC2)ccc1Cl
15) COc1cc(Cl)c(C)cc1NC(=O)CNC(=O)Cn1ccc2ccccc2c1=O
16) CC(=O)c1cccc(N(CC(=O)NCC2CCCO2)C(=O)CCC(=O)Nc2cc(C)on2)c1 (stereo not given)

screen / no.	9	10	11	12	13	14	15	16
D1 antag	.	-4	.	-2	0	.	-4	-12
RXFP1 ag	.	-0.1%	.	0.1%	-0.5%	.	6.1%	2.7%
GRP78 ERSR act	-2%	-5%	-1%	-5%	-1%	-3%	-3%	-4%
D1 agonist	.	3	.	5	3	.	1	3
Vif-A3F inh	5%	0%	-14%	1%	3%	-11%	-9%	-4%
Vif-APOBEC3G blk	-3%	3%	-1%	0%	-5%	1%	7%	-3%
D2 PAM	.	-10	.	-15	0	.	-8	10
LDHA block	-2	-4	-2	-15&-6	-6	-5	-11	-3
D1 PAM	.	-4	.	-4	-5	.	0	-5

17) c1ccc(-c2nnc(SCc3nc4ccccc4[nH]3)n2Cc2ccco2)nc1
18) Cc1ccc2c(c1)C1C=CCC1C(C(=O)NCCCN1CCOCC1)N2 (stereo not given)
19) CC1CN(C(=O)c2cc(Br)c(Br)s2)CC(C)O1 (stereo not given)
20) Cc1ccc(CC(=O)NC2CCCc3ccccc32)cc1C (stereo not given)
21) Cn1ccnc1SCc1cc(=O)[nH]c2ccccc12
22) COc1cc(CNC[C@H]2O[C@@H](n3ccc(N)nc3=O)[C@H](O)[C@@H]2O)ccc1OCc1cccc(Cl)c1
23) Nc1nc(SCC(=O)NCc2ccc(F)cc2)[nH]c(=O)c1NC(=O)c1ccc(Cl)cc1
24) Cc1ccccc1Nc1c(-c2cccnc2)nc2ccc(Cl)cn12

screen / no.	17	18	19	20	21	22	23	24
D1 antag	-11	.	-6	-2	-4	.	13	-7
RXFP1 ag	1.5%	.	1.4%	2.3%	-0.7%	.	0.8%	7.4%
GRP78 ERSR act	-4%	0%	1%	-2%	2%	0%	-1%	-4%
D1 agonist	3	.	2	2	10	.	1	0
Vif-A3F inh	-6%	2%	0%	-15%	-13%	5%	2%	?
Vif-APOBEC3G blk	0%	-1%	-4%	-3%	0%	-4%	2%	-12%
D2 PAM	-11	.	-11	-11	0	.	11	0
LDHA block	-2	-6	-1	-6	-3	-8	-9	-4
D1 PAM	-7	.	1	1	-1	.	-7	-3

Individual results from the results shown.
entry 17 | Vif-APOBEC3G blk: 0%
entry 18 | LDHA block: -6
entry 21 | RXFP1 ag: -0.7%

Continued:
25) CCOc1ccc2nc3cc(NCc4ccc(OC)cc4)ccc3c(N)c2c1
26) C/C(=N\NC(=O)CCc1c[nH]c2ccccc12)c1cccc([N+](=O)[O-])c1
27) CC(C)(C)[C@H]1C=C(C(=O)O)O[C@@H](OCc2ccc(CO)cc2)C1
28) Cc1ccc(S(=O)(=O)c2c(C)nn(-c3ccccc3)c2OC(=O)c2ccccc2F)cc1
29) Cc1cc2nc(-c3ccco3)cc(C(F)(F)F)n2n1
30) O=C(NCc1ccccc1)C1=C[C@@H](c2coc3ccccc3c2=O)C[C@@H](OCc2ccc(CO)cc2)O1
31) Cc1ccc(NC(=O)C2CCN(S(=O)(=O)c3ccc4c(c3)OCCCO4)CC2)nc1
32) O=C(C[C@H]1C/C=C\CCC(=O)O[C@@H](c2ccccc2)CNC1=O)NCCO

screen / no.	25	26	27	28	29	30	31	32
D1 antag	3	0	.	4	-11	-7	-33*	.
RXFP1 ag	14%	-0.2%	.	3.4%	3.4%	3.3%	-0.1%	.
GRP78 ERSR act	-14%	-1%	-4%	-2%	-2%	-4%	-5%	-3%
D1 agonist	6	0	.	-1	-2	7	2	.
Vif-A3F inh	?	?	2%	-5%	0%	-4%	-1%	-1%
Vif-APOBEC3G blk	?	-1%	2%	0%	-4%	-4%	2%	-3%
D2 PAM	3	-4	.	-1	2	-5	-12	.
LDHA block	7	-5	-1	-6	2	-3	-1	3
D1 PAM	-2	-7	.	1	20	-4	-7	.

33) COc1ccc(Cl)cc1NS(=O)(=O)c1c(C)nc2sccn2c1=O
34) CC1=C(C)Cc2c(OC(=O)c3ccccc3)ccc(OC(=O)c3ccccc3)c2C1
35) CCN(CC)S(=O)(=O)c1ccc(N2CCOCC2)c(NC(=O)c2ccc(N3CCCC3=O)cc2)c1
36) Cc1cc(N)c(-n2cc3c(c2-c2ccc(Br)cc2)c(=O)n(C)c(=O)n3C)cc1C
37) Cc1cc(NC(=O)CSc2nccn2C)no1
38) CCCNC(=O)NC(=O)COC(=O)/C=C/c1cc(Br)ccc1F
39) CCN1CCN(C(=O)/C=C\C(=O)O)CC1
40) COc1ccc(CCNC(=O)CNS(=O)(=O)c2ccc(F)c(Cl)c2)cc1OC

screen / no.	33	34	35	36	37	38	39	40
D1 antag	-19	4	19	8	-2	-2	14	3
RXFP1 ag	2.0%	-0.6%	3.9%	3.4%	0.3%	-2.3%	-0.8%	0.8%
GRP78 ERSR act	-4%	.	0%	1%	-3%	-2%	-3%	-1%
D1 agonist	5	4	0	1	0	1	3	4
Vif-A3F inh	-6%	.	-3%	5%	0%	3%	4%	0%
Vif-APOBEC3G blk	0%	.	-4%	3%	1%	5%	1%	0%
D2 PAM	-5	4	6	10	.	-24	-10	10
LDHA block	-9	.	5	0	-17	0	-7	1
D1 PAM	-4	-1	-4	-1	2	5	-1	-2

In a second layout: results already given
item	smiles	D1 antag	RXFP1 ag	GRP78 ERSR act	D1 agonist	Vif-A3F inh	Vif-APOBEC3G blk	D2 PAM	LDHA block	D1 PAM
36	Cc1cc(N)c(-n2cc3c(c2-c2ccc(Br)cc2)c(=O)n(C)c(=O)n3C)cc1C	8	3.4%	1%	1	5%	3%	10	0	-1
37	Cc1cc(NC(=O)CSc2nccn2C)no1	-2	0.3%	-3%	0	0%	1%	.	-17	2
38	CCCNC(=O)NC(=O)COC(=O)/C=C/c1cc(Br)ccc1F	-2	-2.3%	-2%	1	3%	5%	-24	0	5

(list continues)
41) CN1CCC=C(C(=O)N2c3ccccc3Sc3ccc(Cl)cc32)C1
42) Clc1ccc(C2CC(c3ccco3)n3ncnc3N2)cc1Cl (stereo not given)
43) CN(C)S(=O)(=O)c1ccc(Cl)c(NC(=O)COC(=O)CNC(=O)c2ccco2)c1
44) COc1cccc(-c2n[nH]c(=S)n2Cc2ccco2)c1
45) O=C(Oc1ccccc1)N1CCCC1

screen / no.	41	42	43	44	45
D1 antag	2	-11	-10	-3	4
RXFP1 ag	3.7%	1.9%	2.0%	4.0%	-1.3%
GRP78 ERSR act	-4%	-6%	2%	0%	0%
D1 agonist	6	14	3	1	0
Vif-A3F inh	-1%	0%	2%	0%	6%
Vif-APOBEC3G blk	-6%	0%	-1%	-10%	0%
D2 PAM	-20	17	-6	-14	-4
LDHA block	-6	-1	-9	2	-7
D1 PAM	-9	-6	19	-6	1

Screening data deposited in PubChem BioAssay by National Center for Advancing Translational Sciences (NCATS).

Only part of the results is shown. The share of hits here may be higher or lower than overall.
